Source: PubChem BioAssay (several laboratories)
Rv3671c inh: inhibitors of M. tuberculosis serine protease Rv3671c. hit rate 0.048% among 320,000. P9WHR9. inhibition, % at 5.96 µM; in the data active = inhibition above about 38%;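 note: extracellular domain of Rv3671c used as enzyme; 0% = enzyme with DMSO and 100% = no enzyme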
FadD28 binding: M. tuberculosis FadD28 bisubstrate binding inhibition. FadD28 bisubstrate probe binding, fluorescence polarization. inhibition, % at 12.5 µM. hit rate 0.22% among 360,000; in the data active = inhibition above about 8.5%, passing the limit was not always enough; inconclusive = no clear call, values can overlap the other calls
BoNT-F LC inh: inhibitors of Botulinum neurotoxin F light chain protease. inhibition, % at 10 µM. AID 588497. Multiplex microsphere protease cleavage assay, flow cytometry. hit rate 0.22% among 360,000; in the data active = inhibition above about 35%, passing the limit was not always enough; inconclusive = no clear call, values can overlap the other calls; note: plate controls were buffer without enzyme for full effect and enzyme alone for no effect
Mtb FBA inh: inhibits M. tuberculosis FBA enzyme; purified M. tuberculosis FBA, fluorescence read-out; inhibition, % at 1 µM; AID 588726; hit rate 2.3% among 360,000; in the data active = inhibition above about 27%;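 note: 0% = vehicle and 100% = reference inhibitor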
Target sequence (P9WQA3 whole entry, looked up): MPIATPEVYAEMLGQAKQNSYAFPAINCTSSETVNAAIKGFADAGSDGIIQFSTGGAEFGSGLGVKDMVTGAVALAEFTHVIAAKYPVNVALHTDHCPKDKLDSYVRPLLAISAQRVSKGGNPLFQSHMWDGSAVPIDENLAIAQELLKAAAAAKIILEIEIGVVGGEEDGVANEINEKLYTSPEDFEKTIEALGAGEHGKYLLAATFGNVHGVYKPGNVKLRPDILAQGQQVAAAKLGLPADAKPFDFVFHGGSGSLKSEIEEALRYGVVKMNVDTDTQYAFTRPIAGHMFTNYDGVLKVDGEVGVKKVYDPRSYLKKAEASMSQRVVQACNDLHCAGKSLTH
BioA inh: BioA (M. tuberculosis) enzyme inhibition. purified M. tuberculosis BioA enzyme, plate reader. inhibition, % at 9.99 µM. hit rate 0.096% among 360,000; in the data active = inhibition above about 40%; inconclusive = no clear call, values can overlap the other calls
PrPC surface inh: inhibitors of human cell surface prion protein PrPC | P04156 | TR-FRET read-out | inhibition, % at 13.8 µM | hit rate 0.43% among 370,000 | AID 720596; in the data active = inhibition above about 24%; note: 0% = median of the test wells and 100% = reference compound wells
UGM FP inh: Mtb UDP-galactopyranose mutase inhibition | P9WIQ1 | purified UGM, fluorescence polarization probe displacement | inhibition, % at 10 µM | hit rate 0.06% among 320,000; in the data active = inhibition above about 10%, passing the limit was not always enough; inconclusive = no clear call, values can overlap the other calls
Target sequence (P9WIQ1 whole entry, looked up): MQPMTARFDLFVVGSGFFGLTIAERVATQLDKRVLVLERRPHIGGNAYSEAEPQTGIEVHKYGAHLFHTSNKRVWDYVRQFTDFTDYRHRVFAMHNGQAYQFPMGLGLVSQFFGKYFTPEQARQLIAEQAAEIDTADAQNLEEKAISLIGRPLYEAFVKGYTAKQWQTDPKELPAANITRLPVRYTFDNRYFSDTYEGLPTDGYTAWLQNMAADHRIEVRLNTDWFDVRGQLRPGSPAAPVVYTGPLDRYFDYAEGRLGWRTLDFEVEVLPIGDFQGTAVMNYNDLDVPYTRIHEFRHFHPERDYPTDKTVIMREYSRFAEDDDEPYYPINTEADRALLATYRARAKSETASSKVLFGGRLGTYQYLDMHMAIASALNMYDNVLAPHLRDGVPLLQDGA
MazEF act: activators of E. coli MazEF toxin-antitoxin RNase; P0AE70; FAM/BHQ RNA-DNA oligo cleavage fluorescence, 5 h; activation, % at 20 µM; hit rate 0.32% among 350,000; AID 504720; in the data active = activation above about 50%
Target sequence (P0AE70 whole entry, looked up): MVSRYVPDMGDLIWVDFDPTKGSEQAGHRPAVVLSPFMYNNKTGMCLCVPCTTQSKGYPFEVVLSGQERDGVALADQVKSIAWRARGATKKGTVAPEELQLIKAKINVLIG
GDH-TPI inh: GDH-TPI coupled enzyme inhibition counter-screen; GDH-TPI coupled enzyme counterscreen, NADH absorbance; hit rate 1.2% among 360,000; inhibition, % at 4.8 µM; AID 588335; in the data active = inhibition above about 30%;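 note: 0% = DMSO wells and 100% = wells lacking the enzyme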
Numbers without * were called inactive; ? = inconclusive; nt = not tested or not shown.

Sequence of screens: BoNT-F LC inh | PrPC surface inh | FadD28 binding | Rv3671c inh | UGM FP inh | Mtb FBA inh | GDH-TPI inh | MazEF act | BioA inh
- COc1ccc(Cl)cc1C(=O)Nc1cc(=O)n(C)c(=O)n1C
    -8.1 | -1.6 | -4.8 | 4.7 | -4.9 | -0.6 | -4.7 | 6.7 | -1.5
- COc1cccc(C=CC(=O)C=CC=Cc2ccccc2)c1
    9.7 | -2.3 | -1.8 | nt | nt | 1.2 | 7.9 | -8.4 | -1.2
- COc1nc(NC2CCCCC2)nc(N2CCCCCC2)n1
    8.2 | 12.4 | -1.3 | -2.7 | -1.6 | 1.2 | -1.8 | -0.3 | 0.4
- CCn1c(CN2CCN(C(c3ccccc3)c3ccccc3)CC2)nc2c1c(=O)n(C)c(=O)n2C
    -17.7 | nt | -2.4 | -19.1 | 0.9 | 4.7 | 0.4 | 4.0 | nt
- Cc1ccc2nc(NS(=O)(=O)c3cn(C)nc3C)sc2c1
    -0.3 | -3.3 | 1.7 | 3.1 | 2.3 | 2.0 | -2.8 | -1.4 | -1.3
- Cc1cc(=O)n(C)c(=O)n1CCCCCCOc1cccc([N+](=O)[O-])c1
    -4.5 | 7.3 | -0.1 | -2.5 | nt | 1.8 | 2.6 | -6.5 | nt
- C[C@@H]1CN(Cc2nnnn2CC(=O)NCCCn2cccn2)C[C@H](C)O1
    -2.4 | 6.5 | -0.3 | nt | nt | 2.2 | 9.7 | -3.5 | -2.2
- O=C(Cc1ccccc1)NC(NCCc1ccccc1)C(Cl)(Cl)Cl (stereo unspecified)
    -3.5 | -3.0 | -6.1 | -9.9 | -0.6 | -1.8 | 2.5 | 4.5 | 0.4
- O=c1c2ccccc2nc(COc2ccccc2)n1/N=C/c1ccco1
    -1.6 | -2.2 | -0.4 | -9.0 | -1.0 | 1.2 | 20.4 | -2.9 | 0.2
- Cc1ccc(OCC(=O)N/N=C2/SCC(=O)N2Cc2ccccc2)cc1
    -1.1 | 6.8 | 0.7 | 1.5 | 3.0 | -5.4 | 8.7 | 3.7 | nt
- O=C(CSc1nc(O)c(Cc2ccccc2F)c(=O)[nH]1)N1CCCCCC1
    -18.9 | 3.9 | -2.3 | -2.1 | 2.9 | -2.4 | 4.6 | 5.2 | -0.7
- CC1(C)C2CCC1(C)C(OC(=O)CCn1ccnc1)C2 (stereo unspecified)
    nt | 1.8 | -1.7 | 3.8 | -0.2 | 2.1 | 0.5 | 3.8 | -1.0
- O=C(CSc1nnc(-c2ccc3c(c2)OCO3)o1)Nc1c(F)cccc1F
    nt | 5.4 | 0.1 | 3.5 | 0.4 | 0.8 | -8.1 | 5.4 | 0.7
- Cc1cc(C(=O)NNc2ccc(Cl)cc2)no1
    nt | 30.9* | -3.6 | 2.5 | 0.0 | -3.1 | -9.0 | 5.6 | 0.7
- Cc1occc1C(=O)Nc1nnc(C(F)(F)F)s1
    1.0 | -0.8 | -2.5 | 7.1 | 2.0 | 1.9 | 14.0 | 0.2 | -0.2
- NC(=O)Nc1ccc2c(c1)OCCO2
    -4.2 | 1.7 | -1.5 | 4.8 | 0.1 | 0.9 | 4.9 | -1.3 | -1.0
- COc1ccc(/C=N/NC(=O)CN2CCCc3ccccc32)c(OC)c1
    -1.1 | 8.3 | -0.5 | -0.3 | 0.2 | 1.9 | 17.7 | 16.7 | 0.3
- COc1cccc(C2/C(=C(/O)c3ccc(F)cc3)C(=O)C(=O)N2CCN(C)C)c1 (stereo unspecified)
    -17.7 | -6.9 | -1.3 | -1.9 | -0.5 | 1.6 | 10.2 | 6.9 | -0.4
- O=C(NC(=S)NCc1nc2ccccc2[nH]1)c1ccc(F)cc1
    -1.1 | 15.2 | -3.9 | 4.7 | 0.3 | 4.9 | 2.4 | -2.5 | nt
- COCCn1c(N)c(N(Cc2ccccc2)C(=O)COc2ccc(F)cc2Cl)c(=O)[nH]c1=O
    -2.6 | -5.2 | 0.7 | -7.0 | 0.5 | 3.3 | 2.4 | 3.0 | -0.7
- COc1ccc(S(=O)(=O)Nc2ccc3oc(C)c(C(C)=O)c3c2)cc1
    -0.5 | 12.5 | 0.0 | -3.5 | 0.7 | 0.6 | -11.0 | 3.4 | 2.1
- Cn1ncc2c(N)nc(NCCO)nc21
    -0.6 | -3.5 | -0.3 | nt | nt | 5.4 | 3.0 | 7.2 | -1.5
- c1csc(-c2noc(CN3CCN4CCCC4C3)n2)c1 (stereo unspecified)
    -4.0 | 0.2 | -3.2 | 10.7 | -4.4 | -2.1 | 6.1 | 3.3 | 0.2
- O=C(CCC(=O)N(CC(=O)NC1CCCC1)c1ccc(F)cc1)Nc1nccs1
    4.4 | 3.5 | 0.8 | 7.5 | -0.4 | 0.7 | 1.6 | -3.2 | -1.1
- OC[C@@H]1CN(Cc2ccncc2)C[C@H](n2cnc3c(NCc4ccco4)ncnc32)O1
    0.4 | 15.2 | -0.1 | nt | nt | -0.2 | 4.5 | nt | -3.2
- CCOc1ccc(-c2cc(C(=O)Nc3cc(OC)c(OC)c(OC)c3)[nH]n2)c(C)c1
    6.6 | 4.8 | -0.4 | nt | nt | 3.5 | 12.6 | nt | -1.1
- CCOC(=O)c1sc(Nc2ccccc2Cl)nc1C
    -10.9 | 14.5 | -0.9 | 0.5 | -1.9 | -2.0 | 18.2 | -6.8 | 0.4
- COc1ccc(C(=O)Nc2ccc(Nc3ccccc3)cc2)cc1OC
    ? | 1.0 | -0.8 | 10.6 | -0.9 | -2.8 | 11.5 | 0.1 | -1.3
- CC(C)C(NS(=O)(=O)c1cccs1)C(=O)NCCCN1CCCCCC1 (stereo unspecified)
    -6.2 | -2.1 | -4.0 | 5.1 | 2.0 | -1.5 | 3.5 | 8.1 | 0.0
- COc1ccc(S(=O)(=O)N(C)C[C@H]2Oc3c(NC(=O)Nc4ccccc4)cccc3C(=O)N([C@H](C)CO)C[C@@H]2C)cc1
    2.9 | -2.1 | -1.8 | nt | nt | -2.0 | 1.0 | 2.6 | -0.2
- Cn1cnc(C(=O)NCc2ccccc2)c1C(=O)NCc1ccccc1
    -3.0 | -1.0 | -4.4 | -4.8 | -4.8 | 0.5 | -7.8 | 1.9 | 0.4
- Cc1cc(C)c(NC(=O)/C=C\C(=O)O)c([N+](=O)[O-])c1
    0.0 | 1.9 | -1.9 | -11.0 | 6.1 | -2.9 | 6.9 | -1.1 | 0.8
- COc1ccc(CCNC(=O)C2CCN(C(=O)c3cccs3)CC2)cc1
    1.4 | -9.6 | -3.0 | 1.4 | 0.0 | 2.3 | -11.3 | 4.5 | nt
- CC(=O)Nc1ccc2c(c1)nc(CCN1CCC(C)CC1)n2C
    9.0 | -6.6 | -1.1 | 1.8 | -5.0 | 10.0 | 4.4 | -9.1 | -0.2
- COCCCN(Cc1ccco1)C(=O)CSc1nc2ncccc2[nH]1
    -1.2 | 2.7 | -0.3 | -0.6 | 1.6 | 4.6 | 0.8 | 5.5 | 1.4
- COc1cc2c(cc1OC)C(CCc1ccccc1)=NCC2
    nt | -3.5 | -0.8 | 2.5 | -1.0 | 157.8* | 24.1 | 3.3 | -0.6
- COc1cccc(C2c3[nH]c4ccccc4c3C[C@H]3C(=O)N(c4ccccc4C(=O)N4CCC[C@H]4C(=O)O)C(=O)N23)c1 (stereo partly specified)
    -4.4 | 5.0 | -1.9 | 5.2 | 3.6 | 0.4 | 11.8 | -5.3 | 0.2
- Cc1ccc(CNC(=O)C2CCN(S(=O)(=O)N3CCCC3)CC2)cc1
    -9.4 | -2.3 | -3.0 | -4.0 | -1.1 | -0.7 | 6.0 | 12.8 | -2.7
- COc1ccc(-c2nnnn2-c2ccccc2OC)cc1
    6.3 | 13.9 | 0.9 | -2.3 | -4.0 | -1.0 | 9.2 | 4.1 | 0.1
- COc1ccccc1NC(=O)CSc1nc(=O)n2cc(C)ccc2n1
    1.6 | 10.1 | 0.3 | -0.1 | 1.4 | -1.8 | 17.8 | -1.5 | 6.1
- CN(C)CCNC(=O)c1onc(CSc2ccc(F)c(F)c2)c1C(=O)NCCN(C)C
    -3.4 | -3.3 | -0.6 | -3.2 | 3.7 | 4.5 | 15.5 | 1.8 | -4.3
- CCOc1ncccc1C(=O)OCC(=O)Nc1ccc(S(=O)(=O)N2CCOCC2)cc1
    3.0 | 10.3 | -2.6 | 6.4 | 0.7 | -0.4 | -3.1 | 0.8 | 0.8
- Cc1cccc(NC(=O)Nc2ccc(F)cc2)n1
    -4.6 | 6.9 | 0.4 | -1.1 | 0.4 | 2.1 | 9.0 | 4.0 | -2.2
- N#CCC(N)=C(C#N)C#N
    -15.5 | 61.3* | 1.8 | -2.8 | 1.2 | 6.4 | 14.0 | 12.4 | 0.0
- CCN(C[C@H]1N[C@@](Cc2ccccc2)(C(=O)OC)[C@H]2C(=O)N(Cc3ccccc3)C(=O)[C@@H]12)C(=O)Nc1ccc(C)cc1
    2.2 | 0.8 | -0.1 | -9.1 | nt | -0.6 | 4.5 | -4.3 | -2.7
- CCN(CC)c1ccc(CN(C)CCc2ccc(OC)c(OC)c2)cc1
    -5.6 | -2.9 | -1.9 | -3.4 | -0.1 | 1.9 | -0.3 | -6.3 | 0.9
- O=C(CCNS(=O)(=O)c1ccc(Cl)cc1)N1CCN(c2ccccn2)CC1
    3.6 | 3.8 | -0.8 | -2.9 | -0.2 | 2.9 | -6.8 | 6.2 | 0.3
- CC1(C)CC(=O)C2=C(C1)N(c1cccc(Cl)c1)C(=O)NC2(C(F)(F)F)C(F)(F)F
    1.6 | -4.2 | -0.9 | -6.3 | 0.6 | 1.5 | -2.2 | 3.8 | 0.5
- Cc1nc(N)sc1N=Nc1c(C)n(C)n(-c2ccccc2)c1=O
    -4.2 | 9.2 | -1.2 | 6.0 | -2.8 | -4.7 | 18.8 | -1.9 | 0.2
- CCc1ccc(C(=O)NNC(=O)C2CCN(c3ncnc4sc(C)c(C)c34)CC2)cc1
    -8.4 | 4.4 | -1.5 | -7.1 | -1.1 | -1.0 | 18.6 | 24.2 | nt
- Cc1nc2sc(-c3ccccc3)cc2c(=O)n1/N=C/N(C)C
    3.4 | 1.9 | -0.4 | -12.3 | -1.5 | 5.2 | 5.0 | 0.3 | -0.9
- COc1ccc(C2c3cc(OC)c(OC)cc3CCN2S(C)(=O)=O)cc1OC (stereo unspecified)
    0.4 | 1.5 | -0.6 | nt | nt | 1.1 | 6.3 | 0.5 | nt
- CCS(=O)(=O)NCc1csc(-c2ccccc2)n1
    8.0 | -2.8 | -3.3 | 3.9 | 4.1 | -0.7 | 9.3 | 1.8 | -1.2
- O=C(C[C@@H]1C/C=C\CC[C@@H](Cc2ccc(F)cc2)C(=O)OC[C@@H]2CCCN2C1=O)NCCO
    -2.3 | -2.3 | -3.5 | 0.9 | -1.6 | 1.2 | -6.0 | 2.1 | -0.7
- O=C(NCc1nc(-c2ccc(C(F)(F)F)cc2)no1)c1cccs1
    ? | 5.0 | -3.1 | -1.5 | 1.2 | -2.3 | 1.5 | 4.6 | nt
- Cc1ccc(NC(=S)c2nc3ccccc3[nH]2)c(C)c1
    -7.6 | 3.0 | -10.8 | 24.4 | 1.8 | 3.0 | 20.2 | 15.3 | -1.4
- O=C(NN=C1c2ccccc2-c2ccccc21)c1ccccc1Br
    -21.4 | -9.0 | -1.1 | -6.6 | -0.7 | 2.1 | 20.0 | 2.9 | -0.5

Just UGM FP inh, BoNT-F LC inh and Mtb FBA inh, for some of the entries so far:
SMILES,UGM FP inh,BoNT-F LC inh,Mtb FBA inh
CCN(C[C@H]1N[C@@](Cc2ccccc2)(C(=O)OC)[C@H]2C(=O)N(Cc3ccccc3)C(=O)[C@@H]12)C(=O)Nc1ccc(C)cc1,nt,2.2,-0.6
Cc1nc2sc(-c3ccccc3)cc2c(=O)n1/N=C/N(C)C,-1.5,3.4,5.2
O=C(CCNS(=O)(=O)c1ccc(Cl)cc1)N1CCN(c2ccccn2)CC1,-0.2,3.6,2.9
